AID2073: inhibitors of Mint1-CaV2.2 protein interaction, biochemical, HTRF (AID 2073); HTRF protein-protein interaction, Mint1-CaV2.2; higher % means a stronger effect; inhibition, % at 20 µM; hits with a dose series show IC50 in µM; hit rate 0.19% among 290,000; in the data active = inhibition mostly above about 51%, no sharp cut-off; inconclusive = no clear call, values can overlap the other calls; inactive = mostly below about 53%; note: some results filed as inactive read as strong as hits
HIV peptide binding: cell-free HIV fusion peptide-binding blockers – biochemical, uHTS, fluorescence dequenching, primary screen (AID 1986); hit rate 0.3% among 290,000; cell-free peptide binding, fluorescence dequenching, 30 min; higher % means a stronger effect; inhibition, % at 20 µM; hits with a dose series show IC50 in µM; in the data active = inhibition mostly above about 52%, no sharp cut-off; inactive = mostly below about 76%; note: some results filed as inactive read as strong as hits
Active calls of the source: *; ? = inconclusive. Not all compounds are listed; count on the stated rates, not on these rows.

Every second line gives: AID2073 | HIV peptide binding
O=C(NCCn1c(C(F)(F)F)nc2cc(C(F)(F)F)ccc21)[C@H]1CCCN1c1nc(CN2CCCCC2)cs1
    -11% | 0.1%
Cc1ccc(CNCc2ccc3c(c2)OCO3)cc1
    5% | 2.9%
Cc1ccc(SC[C@H](C)CN2CC[C@H](C)CCC2=O)cc1
    8% | 0.9%
CNS(=O)(=O)c1ccc2c3c(cccc13)C(=O)N2C
    ? | -0.7%
O=C(c1cccc(NC2=NC3CS(=O)(=O)CC3S2)c1)N1CCN(c2ncccn2)CC1 (centres undefined)
    -1% | 0.7%
O=c1c2c([nH]n1-c1ccccc1)CCSC2
    -2% | 3.5%
CSC[C@H](NC(=O)COc1cc2c(c3oc(=O)c(C)c(C)c13)CCC(C)(C)O2)C(=O)O
    27% | 1.3%
CN(CC(=O)Nc1ccccc1Br)C(=O)CCC1CCCC1
    -2% | 1.5%
COc1ccc(-c2c(C)c3ccc(O)cc3oc2=O)cc1
    48% | 0.1%
COc1ccc(NC(=O)NC(C)c2ccc3c(c2)OCO3)cc1OC (centres undefined)
    2% | 1.4%
CC(C)(C)C(=O)OCc1nc(-c2ccc3c(c2)OCCO3)cs1
    49% | 0.0%
COc1ccc(-n2ncc3c2CC(C)(C)CC3NC(=O)c2ocnc2C)cc1 (centres undefined)
    22% | 0.1%
Cn1cccc1-c1cc(C(=O)N/N=C/c2cc(Br)ccc2O)[nH]n1
    21% | 5.8%
CCOC(=O)n1cc(C(=O)c2ccccc2O)cn1
    4% | -0.3%
COc1ccc2c(c1OC)C(=O)OC2N1C(=O)CC[C@H]1C(=O)Nc1ccc(F)cc1F (some centres undefined)
    3% | 0.6%
COc1ccccc1C(CCNCc1ccc(N(C)C)cc1)c1ccc(OC(C)C)cc1 (centres undefined)
    24% | -2.4%
O=C(CSc1nnc(-c2cccnc2)o1)Nc1ccc(Br)cc1
    15% | -0.3%
COc1ccc(-c2cc(C(=O)N(C)Cc3ccccc3F)c3ccccc3n2)cc1OC
    34% | -0.9%
C=CCn1c2ccccc2c2nnc(SCCN3CCCCC3)nc21
    -19% | -3.1%
COc1ccc(CN2C(=O)CSCC2=O)cc1OC
    4% | 1.6%
COCCCNC(=O)[C@H](Cc1c[nH]c2ccccc12)NC(=O)OCc1ccccc1
    8% | 1.4%
Cc1cc2c(cc1S(=O)(=O)N1CCOCC1)NC(=O)CO2
    1% | -0.9%
O=C(c1cc(-c2cccc(Cl)c2)nc2ccccc12)N1CCCC1
    0% | 0.2%
O=[N+]([O-])c1ccc(S(=O)(=O)Nc2ccc(S(=O)(=O)N3CCCC3)cc2)cc1
    5% | 3.3%
CCOC(=O)c1cnc2c(C)c(C)ccc2c1NCCN1CCOCC1
    10% | -0.3%
COc1ccccc1CNC(=O)C1CCCN(S(=O)(=O)c2cccc3nonc23)C1 (centres undefined)
    10% | -1.9%
COc1cc(C(=O)N/N=C/c2ccc(OC(=O)c3ccccc3Cl)c(OC)c2)ccc1O
    8% | 1.0%
CCc1ccc(NC(=S)N2CCN(S(=O)(=O)c3ccccc3)CC2)cc1
    -19% | -1.6%
Cc1cc(C)n(CCNC(=O)C2CCC(=O)N(CCc3cccc(F)c3)C2)n1 (centres undefined)
    0% | 1.9%
O=C(CSc1ccc(Br)cc1)N1CCN(S(=O)(=O)c2ccccc2)CC1
    -16% | -0.2%
CCc1c(C)nc(N2CCN(c3ccc(OC)cc3)CC2)[nH]c1=O
    -5% | -1.3%
Cc1cc(NC(=O)CSc2nc3c(c(=O)n2C)SCC3)no1
    8% | -2.2%
O=c1ccc(-c2ccc(S(=O)(=O)NCC3CCN(Cc4cccc(F)c4)CC3)s2)n[nH]1
    -3% | 0.4%
CCc1nn(CC(=O)NCCC(C)C)c(=O)c2cc3c(OC)cccc3n12
    8% | 1.5%
Cc1cc(NC(=O)c2nn(C)c(C)c2Br)no1
    19% | 0.0%
C/C(CC(=O)NCc1ccc(Cl)cc1)=N\NC(=O)COc1ccc(C)cc1Br
    14% | 0.1%
COc1cc(C2NC(=O)NC(C)=C2C(=O)OCC2CCCCC2)cc(Cl)c1O (centres undefined)
    -3% | 0.5%
Cc1cccn2c(=O)c(C(=O)NC3CCCCC3)c(O)nc12
    23% | -0.6%
O=C(c1ccc(Cl)c(NC2=NC3CS(=O)(=O)CC3S2)c1)N1CCN(c2ccc(F)cc2)CC1 (centres undefined)
    -7% | 0.7%
CC(C)C(=O)Nc1ccc2c(c1)nc(CCN1CCN(c3ccccn3)CC1)n2C
    4% | 1.1%
Cc1ccc(NC2CCCN(C(=O)c3ccc4[nH]ccc4c3)C2)cc1C (centres undefined)
    -7% | -1.2%
O=C1C(=O)N(Cc2cccnc2)C(c2cccc(Br)c2)/C1=C(/O)c1ccc2c(c1)OCO2 (centres undefined)
    35% | -0.9%
CC(C)(C)c1ccc(-c2nc3[nH]c(=O)cc(NC(=O)c4ccco4)n3n2)cc1
    22% | 16%
COc1cccc(CC(=O)Nc2sc3c(c2C(N)=O)CCCC3)c1
    8% | 2.5%
Cc1ccc(CSc2cc(C)[nH]c(=O)n2)cc1
    25% | 8.0%
CCCCc1nc(SCC(=O)Nc2cccc(Cl)c2)n[nH]1
    0% | -0.4%
COc1cccc(C(=O)N(C)CC2CCN(CCc3cccc(C(F)(F)F)c3)CC2)c1
    3% | 0.3%
Cc1cc(=O)oc2cc(NC(=S)NNC(=O)c3c(Cl)cnn3C)ccc12
    -10% | 10%
COC(=O)C1CN(C(=O)COc2ccc(Cl)cc2Cl)c2ccccc2O1 (centres undefined)
    2% | -2.2%
O=C(NC1CCCCC1)C(c1cccnc1)N(C(=O)c1csnn1)c1ccccc1 (centres undefined)
    -2% | -0.8%
O=C(c1ccc2oc(Cc3ccc(Cl)cc3)nc2c1)N1CC[C@H](O)C1
    24% | -2.2%
COc1ccc(Cl)cc1C(=O)Nc1nc2ccccc2[nH]1
    12% | 1.5%
COc1ccc(C(=O)NNS(=O)(=O)c2ccc(OC)cc2)cc1
    16% | -0.9%
Cc1ccc(S(=O)(=O)c2nc(S(C)(=O)=O)sc2N2CC(C)OC(C)C2)cc1 (centres undefined)
    10% | 0.0%
COc1ccccc1Oc1ccc(S(=O)(=O)N2CCCCC2C)cc1 (centres undefined)
    10% | -1.3%
COc1ccc(CN(C)C(=O)c2ccc(NS(=O)(=O)c3ccc(F)cc3)cc2)c(OC)c1OC
    5% | 2.9%
CC(=O)N1CCOc2ccc(S(=O)(=O)N3CCC(C(=O)NCc4ccc(C)cc4)CC3)cc21
    -2% | 1.3%
CCN1CCN(C(=O)c2cc3cc(F)ccc3[nH]2)CC1
    7% | 0.1%
NC(=O)CSc1nc(-c2ccccc2)nc2ccccc12
    18% | 0.8%
Cc1ccc(C)c(NC(=S)N2CCN(S(=O)(=O)c3ccccc3)CC2)c1
    5% | 4.8%

Further compounds
Every second line gives: AID2073 | HIV peptide binding
CCCN1CCN(CCCNC(=O)c2ccccc2NC(=O)C2=C(C)OCCS2)CC1
    0% | -2.0%
CC(C)N1CCc2c(sc(NC(=O)C3CCCCC3)c2C(N)=O)C1
    12% | -0.8%
CC(=O)Nc1ccc(SCc2ncc(-c3ccccc3)o2)cc1
    -13% | 1.2%
CN(C(=O)COC(=O)c1cc[n+]([O-])cc1)c1ccccc1
    -1% | 1.0%
CCc1ccccc1NC(=O)Cn1nc(C)n2cccc2c1=O
    13% | -1.7%
CC1CC(C)CN(C(=O)CCC(=O)Nc2nnc(C3CCCCC3)s2)C1 (centres undefined)
    0% | 0.9%
COc1ccc(CCN2CCCC(CN(C)C(=O)c3cc(C)oc3C)C2)cc1 (centres undefined)
    -4% | 0.7%
CCOC(=O)C1CCCN(C(=O)c2cccc3ccccc23)C1 (centres undefined)
    24% | -0.5%
Cc1c(C(C)(C)O)[nH]c2ccc(C(F)(F)F)cc12
    0% | 0.6%
CN(C)Cc1c(C(=O)N/N=C/c2cccc(OCc3ccccc3)c2)nnn1-c1nonc1N
    5% | -1.4%
O=C(Nc1ncc([N+](=O)[O-])s1)C1CC(=O)N(c2ccc(F)cc2)C1 (centres undefined)
    -4% | 2.0%
Cn1ccnc1SCC(=O)Nc1ccc2c(c1)OCCO2
    9% | -1.0%
O=C(CCC1CCCCC1)Nc1nnc(C(F)(F)F)s1
    14% | 1.7%
COCCN(C(=O)CNC(=O)c1ccco1)C(C(=O)NC1CCCC1)c1cccc(OC)c1 (centres undefined)
    0% | 1.1%
Cc1ccc(-c2ccc(=O)n(CC(=O)NCCN(CC(C)C)CC(C)C)n2)cc1
    0% | -0.4%
CCOC(=O)C1=C(O)C(=O)N(Cc2ccccc2)C1
    4% | -0.1%
O=C(/C=C/c1c(F)cccc1Cl)N1CCOCC1
    18% | 0.9%
Cc1ccc(CNS(=O)(=O)c2ccc(C)s2)cc1
    -2% | 0.6%
CS(=O)(=O)C1=NN2C(=N)/C(=C\c3ccc(OCCOc4ccccc4)cc3)C(=O)N=C2S1
    26% | 81%*
CC(C)CCOc1ccc(C(=O)N2CCN(c3ncccn3)CC2)cc1
    2% | -0.1%

Rewritten tab-delimited: 21 of the compounds above.
structure	AID2073	HIV peptide binding
Cc1ccc(C)c(NC(=S)N2CCN(S(=O)(=O)c3ccccc3)CC2)c1	5%	4.8%
CCCN1CCN(CCCNC(=O)c2ccccc2NC(=O)C2=C(C)OCCS2)CC1	0%	-2.0%
CC(C)N1CCc2c(sc(NC(=O)C3CCCCC3)c2C(N)=O)C1	12%	-0.8%
CC(=O)Nc1ccc(SCc2ncc(-c3ccccc3)o2)cc1	-13%	1.2%
CN(C(=O)COC(=O)c1cc[n+]([O-])cc1)c1ccccc1	-1%	1.0%
CCc1ccccc1NC(=O)Cn1nc(C)n2cccc2c1=O	13%	-1.7%
CC1CC(C)CN(C(=O)CCC(=O)Nc2nnc(C3CCCCC3)s2)C1 (centres undefined)	0%	0.9%
COc1ccc(CCN2CCCC(CN(C)C(=O)c3cc(C)oc3C)C2)cc1 (centres undefined)	-4%	0.7%
CCOC(=O)C1CCCN(C(=O)c2cccc3ccccc23)C1 (centres undefined)	24%	-0.5%
Cc1c(C(C)(C)O)[nH]c2ccc(C(F)(F)F)cc12	0%	0.6%
CN(C)Cc1c(C(=O)N/N=C/c2cccc(OCc3ccccc3)c2)nnn1-c1nonc1N	5%	-1.4%
O=C(Nc1ncc([N+](=O)[O-])s1)C1CC(=O)N(c2ccc(F)cc2)C1 (centres undefined)	-4%	2.0%
Cn1ccnc1SCC(=O)Nc1ccc2c(c1)OCCO2	9%	-1.0%
O=C(CCC1CCCCC1)Nc1nnc(C(F)(F)F)s1	14%	1.7%
COCCN(C(=O)CNC(=O)c1ccco1)C(C(=O)NC1CCCC1)c1cccc(OC)c1 (centres undefined)	0%	1.1%
Cc1ccc(-c2ccc(=O)n(CC(=O)NCCN(CC(C)C)CC(C)C)n2)cc1	0%	-0.4%
CCOC(=O)C1=C(O)C(=O)N(Cc2ccccc2)C1	4%	-0.1%
O=C(/C=C/c1c(F)cccc1Cl)N1CCOCC1	18%	0.9%
Cc1ccc(CNS(=O)(=O)c2ccc(C)s2)cc1	-2%	0.6%
CS(=O)(=O)C1=NN2C(=N)/C(=C\c3ccc(OCCOc4ccccc4)cc3)C(=O)N=C2S1	26%	81%*
CC(C)CCOc1ccc(C(=O)N2CCN(c3ncccn3)CC2)cc1	2%	-0.1%

Further compounds follow.
Every second line gives: AID2073 | HIV peptide binding
CCOC(=O)C1=C(N)Oc2ccc3ccccc3c2C1c1ccc(O)cc1 (centres undefined)
    8% | 0.8%
COc1ccc(NC(=O)COC(=O)C2CC(=O)N(c3ccc(OC(C)C)cc3)C2)cc1 (centres undefined)
    10% | 1.3%
C=Cn1cc[n+](CC(=O)c2ccc(Cl)c(Cl)c2)c1
    1% | 0.0%
COc1ccc(CNC(=O)C2CCCN(S(=O)(=O)c3ccc(F)cc3)C2)cc1 (centres undefined)
    4% | 0.6%
CCC(Oc1ccccc1C)C(=O)Nc1ccc(S(=O)(=O)Nc2cc(C)on2)cc1 (centres undefined)
    10% | 7.5%
Cc1cccc(NC(=O)c2cc(-c3cc(C)cc(C)c3O)n[nH]2)c1
    8% | -2.6%
CCOc1ccccc1CNC(=O)C1CCCN(c2nn3c(=O)cc(C)nc3s2)C1 (centres undefined)
    50% | -1.6%
O=C(NCCO)C(=O)Nc1cc2c3c(c1)CCC(=O)N3CCC2
    12% | -1.8%
O=C1CSC(c2ccc([N+](=O)[O-])cc2)N1c1ccccc1 (centres undefined)
    10% | -0.5%
Cc1cc(NC(=O)CCC(=O)N(Cc2ccco2)C2(C(=O)NC3CCCC3)CCCCC2C)no1 (centres undefined)
    -8% | 1.0%
O=C(N/C(=C\c1ccc(Br)cc1)C(=O)N1CCOCC1)c1ccco1
    7% | -0.5%
Cc1sc2ncn(CC(=O)NCCCC(=O)Nc3ccc(C(C)C)cc3)c(=O)c2c1C
    20% | 1.4%

Compound profiles, as listed above. Screens in order: AID2073 | HIV peptide binding
`CCc1ccccc1NC(=O)Cn1nc(C)n2cccc2c1=O` across the screens: 13% | -1.7%
`COc1ccccc1CNC(=O)C1CCCN(S(=O)(=O)c2cccc3nonc23)C1` (centres undefined) across the screens: 10% | -1.9%
`COCCN(C(=O)CNC(=O)c1ccco1)C(C(=O)NC1CCCC1)c1cccc(OC)c1` (centres undefined) across the screens: 0% | 1.1%
`COc1cccc(CC(=O)Nc2sc3c(c2C(N)=O)CCCC3)c1` across the screens: 8% | 2.5%
